ELG1 repair inh: qHTS screen for small molecules that inhibit ELG1-dependent DNA repair in human embryonic kidney (HEK293T) cells expressing luciferase-tagged ELG1; HEK293T ELG1-luciferase reporter, luminescence, 16 h; DNA damage induced by 5-fluorouridine; hit rate 2.3% among 330,000; Potency, µM (doses to about 46.1 µM), without a hit: at the highest dose activity change, negative = inhibition, actives largely listed as inhibitors; also: potency is read from the fitted curve at half-maximal effect; % is scaled to controls: 0 for no effect and ±100 for the full control effect; nearly all actives have a fitted effect of over 55% in size
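Overnight (16 hr) co-exposure of 2,000 cells/well to 5-fluorouridine and compound at 37 °C preceded detection. Luciferase was quantified via ONE-Glo luminescence; loss of signal denotes inhibition.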
MBNL1 CUG block: qHTS Assay for Inhibitors of MBNL1-poly(CUG) RNA binding; Muscleblind-like protein 1 (Homo sapiens), Q9NR56; TR-FRET MBNL1-His/biotin-(CUG)12 binding, 665/545 ratio; Potency, µM (doses to about 57.5 µM), for the others: top-dose activity change, negative = inhibition, actives largely listed as inhibitors; hit rate 0.036% among 280,000; active = well fitted inhibition curve with a large enough effect in the signal ratio, with a control signal flat, not every such curve was filed as active; inconclusive = small, poorly fitted or top-dose-only effect, or effect the other way, or a change in a side signal; inactive = no such curve, though single readings can be large or run the other way; the % refers to the signal ratio; also: potency is read from the fitted curve at half-maximal effect; % is scaled to controls: 0 for no effect and ±100 for the full control effect
Target sequence (Q9NR56 whole entry, looked up): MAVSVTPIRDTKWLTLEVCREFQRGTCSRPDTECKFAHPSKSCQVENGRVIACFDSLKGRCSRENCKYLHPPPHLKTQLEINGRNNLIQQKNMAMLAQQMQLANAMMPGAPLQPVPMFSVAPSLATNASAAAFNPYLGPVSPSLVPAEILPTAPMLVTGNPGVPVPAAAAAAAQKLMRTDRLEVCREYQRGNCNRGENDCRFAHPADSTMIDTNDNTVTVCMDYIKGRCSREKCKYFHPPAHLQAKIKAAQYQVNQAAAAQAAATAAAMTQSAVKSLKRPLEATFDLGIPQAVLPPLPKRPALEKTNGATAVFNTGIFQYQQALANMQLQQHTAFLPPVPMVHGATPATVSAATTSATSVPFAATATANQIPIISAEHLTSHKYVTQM
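TR-FRET between His-tagged MBNL1 and biotin-(CUG)12 RNA, detected with Tb anti-His antibody (0.055 ng/ul) and streptavidin-XL665 (5 nM), 60 min at room temperature. Compounds titrated 92 nM to 58 uM; 665/545 nm ratio normalized to buffer and complex controls.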
KCNH2 3.1 block: qHTS for Inhibitors of KCHN2 3.1: Mutant qHTS; U2OS KCNH2 3.1, thallium flux FluxOr; hits give low values; Potassium voltage-gated channel subfamily H member 2, brain isoform KCNH2 3.1 (human); activity change, % (tested at about 1.8 µM); hit rate 0.95% among 340,000;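 active = maximum activity change below -70%; inconclusive = maximum activity change from -70% to -50%; inactive = maximum activity change above -50%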;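 also: thallium influx rate constant from kinetic fluorescence after stimulation buffer; % is scaled to controls: 0 for no effect and ±100 for the full control effect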
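U2OS cells transduced with KCNH2 3.1 mutant virus (1.77 x 10^8 /mL, 4 h), plated overnight at 37 C, loaded 45 min with FluxOr dye plus Red40 quencher. Thallium flux rate constant from kinetic reads after stimulation buffer, normalised to controls.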
Mito fusion act: qHTS Assay for Small Molecule Inhibitors of Mitochondrial Division or Activators of Mitochondrial Fusion | S. cerevisiae fusion-defective mutant growth rescue, CellTiterGlo 48 h | hit rate 0.23% among 320,000 | Potency, µM (doses to about 46.1 µM), for the others: top-dose growth rescue (activation), actives largely listed as activators;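 also: potency is read from the fitted curve at half-maximal effect; % of control where 0% means no effect; nearly all actives have a fitted effect of over 45% in size; temperature-sensitive fusion mutants such as fzo1-1 at 37 °C on non-fermentable ethanol glycerol medium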
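Read-out: ATP-based luminescence (CellTiterGlo, 10 min ambient) reporting growth of fusion-defective ts yeast after 48 hours at 37C on glycerol/ethanol YPEG medium in the presence of compound.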
FLuc modulator: qHTS profiling assay for firefly luciferase inhibitor/activator using purifed enzyme and Km concentrations of substrates (counterscreen for miR-21 project). purified FLuc, Km substrates, luminescence inhibition. hit rate 6.9% among 360,000. Luciferin 4-monooxygenase (Photinus pyralis), P08659. Potency, µM (top dose mostly 57.5 µM), for inactives: at the highest dose activity change, negative = inhibition, usual class: inhibitors;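 also: potency is read from the fitted curve at half-maximal effect; plate controls were vehicle for no effect and reference inhibitor for full effect; nearly all actives have a fitted effect of over 55% in size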
Target sequence (P08659 whole entry, looked up): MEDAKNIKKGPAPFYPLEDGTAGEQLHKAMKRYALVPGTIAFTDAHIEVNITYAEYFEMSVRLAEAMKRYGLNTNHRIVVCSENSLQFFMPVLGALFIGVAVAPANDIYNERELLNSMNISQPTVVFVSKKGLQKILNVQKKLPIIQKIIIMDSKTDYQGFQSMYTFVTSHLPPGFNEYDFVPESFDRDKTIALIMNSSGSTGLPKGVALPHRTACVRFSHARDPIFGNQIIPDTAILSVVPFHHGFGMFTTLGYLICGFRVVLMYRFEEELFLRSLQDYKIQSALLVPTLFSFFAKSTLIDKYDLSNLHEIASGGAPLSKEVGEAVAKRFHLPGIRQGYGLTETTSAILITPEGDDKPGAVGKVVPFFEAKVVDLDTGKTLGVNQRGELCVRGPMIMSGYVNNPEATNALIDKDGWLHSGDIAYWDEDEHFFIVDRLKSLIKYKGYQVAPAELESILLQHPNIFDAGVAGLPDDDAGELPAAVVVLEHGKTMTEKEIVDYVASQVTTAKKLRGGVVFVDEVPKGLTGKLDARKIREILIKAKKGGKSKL
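Biochemical qHTS of compounds, final roughly 60 µM downward over six points, against 10 nM purified firefly luciferase using Km concentrations of substrates (10 uM D-luciferin, 10 uM ATP) in Tris acetate pH 7.5 buffer; luminescence output.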
RORgamma inh: qHTS for inhibitors of ROR gamma transcriptional activity | Drosophila S2 Gal4-RORgamma UAS-luciferase reporter, 20 h | AID 2551, 2010 | Potency, µM (titrated, usually from 53.6 µM), for inactives: at the top dose activity change, negative = inhibition, usual class: inhibitors | Nuclear receptor ROR-gamma (Mus musculus), P51450 | hit rate 5.4% among 310,000; also: potency is read from the fitted curve at half-maximal effect; % is scaled to controls: 0 for no effect and ±100 for the full control effect; nearly all actives have a fitted effect of over 60% in size
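Compounds are pin-transferred onto Drosophila Schneider cells expressing a copper-inducible Gal4–ROR gamma transactivation domain fusion. After 1 hr, copper sulfate is added to 700 uM final; luciferase is read 20 hr later.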
VP16 counter: VP16 counterscreen qHTS for inhibitors of ROR gamma transcriptional activity; Drosophila S2 Gal4-VP16 UAS-luciferase, luminescence, 20 h; Potency, µM (highest dose often 53.6 µM), without a hit: at the top dose activity, negative = inhibition, usual class: inhibitors; hit rate 3.5% among 310,000; AID 2546, 2010;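 also: Gal4-VP16 expression switched on by copper sulfate through the metallothionein promoter; potency is read from the fitted curve at half-maximal effect; % is scaled to controls: 0 for no effect and ±100 for the full control effect; nearly all actives have a fitted effect of over 50% in size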
Rab9 promoter act: qHTS Assay for Rab9 Promoter Activators | Potency, µM (highest dose often 9.22 µM), for the others: at the top dose activation, negative = inhibition, most hits filed as activators | Huh7 Rab9 promoter-luciferase reporter, luminescence, 24 h | hit rate 2.8% among 320,000 | AID 485297, 2010; also: potency is read from the fitted curve at half-maximal effect; % of control where 0% means no effect; nearly all actives have a fitted effect of over 60% in size
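Measured in stably transfected Huh7 cells bearing a Rab9 promoter–luciferase construct: 24 h compound treatment at 37 °C, followed by luminescence detection.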
PKM2 activator: qHTS Assay for Activators of Human Muscle isoform 2 Pyruvate Kinase; Pyruvate kinase PKM (Homo sapiens), P14618; purified PKM2, Kinase-Glo ATP luminescence, activation; response scale: 0% is enzyme alone, no compound; Potency, µM (doses to about 57.5 µM), for the others: at the top dose activation, hits mostly activators; hit rate 0.34% among 260,000; also: potency is read from the fitted curve at half-maximal effect; % is scaled to controls: 0 for no effect and ±100 for the full control effect; nearly all actives have a fitted effect of over 55% in size
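Purified hPK-M2 (>95%) run at intermediate activity with 0.1 mM ADP and 0.5 mM PEP in 50 mM imidazole pH 7.2, KCl, MgCl2; 1 h room temperature. ATP formed read by Kinase-Glo luminescence; normalized to uninhibited and no-enzyme controls.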
NPC1 promoter act: qHTS Assay for NPC1 Promoter Activators. Huh7 NPC1 promoter luciferase reporter, 24 h. Potency, µM (doses to about 9.22 µM), for inactives: at the top dose activation, usual class: activators. hit rate 2.4% among 320,000. AID 485313, 2010;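 also: potency is read from the fitted curve at half-maximal effect; % of control where 0% means no effect; nearly all actives have a fitted effect of over 60% in size; reporter is driven by a mutant NPC1 promoter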
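Luminescence from an NPC1 promoter-driven luciferase reporter in stably transfected Huh7 cells was measured after 24 h compound treatment at 37 °C, followed by 10 min ambient incubation with luciferase detection reagent.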
Menin-MLL TR inh: qHTS Assay for Inhibitors Targeting the Menin-MLL Interaction in MLL Related Leukemias: Competition With Texas Red Labeled MLL-derived Mutant Peptide | O00255 | Menin + Texas Red MLL mutant peptide, fluorescence polarization | Potency, µM (doses to about 61.6 µM), without a hit: top-dose FP activity change, negative = inhibition, most hits filed as inhibitors | hit rate 0.23% among 270,000; active = well fitted inhibition curve with a large enough effect in the polarisation, with a control signal flat, not every such curve was filed as active; inconclusive = small, poorly fitted or top-dose-only effect, or effect the other way, or a change in a side signal; inactive = no such curve, though single readings can be large or run the other way; the % refers to the polarisation; also: potency is read from the fitted curve at half-maximal effect; % of control where 0% means no effect; many of its hits are not listed in these tables
Starred values were filed as active, the others as inactive; ? = inconclusive; . = no result given; ! = not active in a repeat; [ ] = remark or other dose. Unless noted, calls follow the shape of the dose curve; as a rule, active = well fitted curve in the direction sought with a large enough effect; inconclusive = small, poorly fitted or top-dose-only effect, or another doubt; inactive = no such curve, though single readings can be large; an effect the other way counts as inactive or inconclusive.

SMILES	ELG1 repair inh	MBNL1 CUG block	KCNH2 3.1 block	Mito fusion act	FLuc modulator	RORgamma inh	VP16 counter	Rab9 promoter act	PKM2 activator	NPC1 promoter act	Menin-MLL TR inh
CCCCSc1nc2c(cnn2-c2ccc(C)c(C)c2)c(=O)[nH]1	5%	-9%	8	-1%	1%	-10%	-4%	-1%	-1%	-1%	3%
O=C(NCCc1c[nH]c2ccccc12)C(=O)NCC1OCCN1S(=O)(=O)c1ccccc1 (stereo unspecified)	-16%	1%	11	-2%	2%	35%	-10%	0%	-4%	2%	20%
COc1ccc(C2CC3(CC(C)(C)NC(=S)N3)Oc3cc(O)cc(C)c32)cc1OC (stereo unspecified)	-12%	-7%	-4	-2%	-1%	?	27%	3%	0%	-4%	-17%
O=C(O)CSc1nnc(CNc2ccc(Cl)cc2)n1Cc1ccccc1	7%	-4%	23	-3%	2%	7%	2%	-2%	-4%	1%	14%
O=C(CCNC(=O)C1CCN(S(=O)(=O)c2ccc(F)cc2)CC1)NCc1ccccc1	-2%	1%	9	-5%	2%	10%	-4%	-3%	.	-2%	.
COc1ccc(C2C(C(C)=O)=C(O)C(=O)N2CCCn2ccnc2)cc1OC (stereo unspecified)	3%	12%	-19	-4%	2%	-10%	-3%	-3%	0%	0%	-15%
O=C(c1ccc2nc(Cc3ccccc3F)oc2c1)N1CC[C@H](O)C1	?	-3%	3	-3%	?	29%	-9%	?	-1%[0.46 µM]	25%	-1%
CC1(C)CC(NC(=S)NCc2ccc3c(c2)OCO3)CC(C)(C)N1	9%	-5%	.	2%	0%	23%	3%	0%	-3%	0%	-25%
CC(=O)Nc1ccc(/C(C)=N/NC(=O)c2ccccc2Cl)cc1	?	-22%	5	-2%	-17%	16%	1%	1%	-5%	9%	-3%
CC(=O)c1cc2c(cc1NC(=O)CCn1cnnn1)OCO2	-6%	22%	0	2%	1%	16%	1%	-1%	4%	-1%	-5%
O=C1NC(=O)N(c2ccccc2)C1=O	0%	0%	-2	0%	-2%	-36%	3%	-3%	.	13%	0%
O=C(CCC1CCCC1)NCc1cccs1	12%	-15%	-19	-4%	?	35%	9%	7%	-1%	10%	?
COc1ccc(-n2c(CNC(=O)c3cc(OC)c(OC)c(OC)c3)n[nH]c2=S)cc1	-2%	3%	-27	2%	0%	-18%	0%	-9%	1%	-5%	-19%
COc1ccc(OC)c(C2=NOC(C(=O)Nc3c(C)n(C)n(-c4ccccc4)c3=O)C2)c1 (stereo unspecified)	5%	-4%	-36	13%	1%	-1%	-1%	-4%	-5%	-7%	.
O=c1oc2cc(O)ccc2c2c1CCCC2	4%	6%	-3	6%	1%	-4%	-11%	-3%	-3%	-1%	-4%
O=c1cnnc(N/N=C/c2c[nH]c3ccccc23)[nH]1	-1%	1%	-2	-1%	-1%	?	5%	-10%	0%	2%	?
O=C(Nc1nnc(C2CCCCC2)s1)c1ccco1	?	-16%	3	4%	?	-24%	6%	2µM*	-4%	4µM*	-16%
OCCNc1cnc2ccccc2n1	?	2%	4	1%	2%	11%	-6%	7%	0%	8%	0%
Cc1nonc1NC(=O)OC1CCCCC1	8%	-8%	1	7%	5%	7%	?	-2%	1%	2%	19%
COc1cc2nc(C3CCC3)n(NC(=O)COc3ccccc3)c(=O)c2cc1OC	-20%	9%	-9	4%	0%	34%	-6%	-3%	-1%	2%	-2%
O=C(COC(=O)c1ccc(F)c(S(=O)(=O)N2CCOCC2)c1)NC1CCCCC1	16%	.	-8	1%	-15%	.	.	-2%	.	-1%	.
Cc1[nH]c(=O)nc(SCc2cccc(Cl)c2)c1C#N	-2%	0%	9	19%	2%	15%	3%	3%	9%	2%	34%[activator]
COc1ccc(CC(=O)N/N=C\c2cc(Br)c(O)c(Br)c2)cc1	-9%	9%	-4	-2%	?	18%	-14%	1%	-2%[11.5 µM]	-4%	?
CCNC(=S)N/N=C/c1cccs1	-4%	4%	-15	-11%	4%	0.79µM*	1.4µM*	-3%	3%	1%	-1%
Cc1ccc(Nc2cc(=O)n(C3CCCCC3)c(=O)[nH]2)cc1C	-15%	-4%	13	-1%	0%	?	0%	-2%	4%	-7%	15%
O=C1C2CCCCC2C(=O)N1c1nccs1 (stereo unspecified)	-5%	-2%	11	1%	-1%	7%	-5%	0%	-9%[11.5 µM]	-1%	7%
Cc1ccc(NC(=O)CSC(C)C(=O)NCCc2ccccn2)cc1 (stereo unspecified)	10%	-1%	6	-8%	7%	3%	6%	-5%	2%	-1%	3%
Cc1cccnc1NC(=O)c1csnn1	-8%	5%	11	9%	3%	-17%	1%	7%	1%	0%	3%
CS(=O)(=O)c1ccc(C(=O)OCC(=O)N(CCc2ccccc2)Cc2ccccc2)cc1	-20%	.	-24	16%	-1%	.	.	3%	.	-2%	.
CCOC(=O)C1=C(C)N=c2s/c(=C/c3cccc([N+](=O)[O-])c3O)c(=O)n2C1c1cc(OC)c(OC)c(OC)c1 (stereo unspecified)	-6%	?	6	9%	?	7%	-15%	-8%	.	-5%	?
Cc1ccc(Cl)cc1NC(=O)C(=O)N/N=C/c1ccc2c(c1)OCO2	13%	-4%	2	3%	6%	?	-20%	-3%	.	-1%	.
COCCNC(=O)/C(C#N)=C/c1c(N2CCN(C)CC2)nc2ccccn2c1=O	10%	?	0	-1%	1%	-11%	-3%	2%[1.84 µM]	.	0%	10%
COc1ccc(S(=O)(=O)NNc2nc(C)cc(C)n2)cc1[N+](=O)[O-]	6%	?	-1	1%	-1%	-21%	-11%	5%	-13%	0%	.
COc1ccc(CNC(=O)C2CCCN(C(=O)Nc3ccccc3OC)C2)cc1 (stereo unspecified)	-2%	-3%	13	-5%	6%	-15%	-3%	4%	0%	-2%	?
COc1cc2c(cc1NC(=O)c1cccnc1)CCCC2	23%	26%	1	2%	?	-3%	3%	3%	6%	1%	8%
O=c1[nH]c(CSc2nc(-c3ccc(F)cc3)cs2)nc2ccccc12	2%	.	-3	-1%	3%	2%	-6%	-3%	1%	5%	-17%
CCOC(=O)C1CCN(C(=O)COC(=O)c2oc3ccc(OC)cc3c2C)CC1	0%	.	5	12%	.	.	.	-4%	.	0%	.
O=C(CN1CCC(C(=O)c2ccc(F)cc2)CC1)Nc1ccccc1	-14%	-11%	-20	1%	0%	38%	?	2%	-3%	1%	-6%
O=S(=O)(c1cccs1)N1CCc2ccccc21	-13%	7%	-3	3%	6%	25%	4%	1%	2%	1%	1%
CCOC(=O)C1Sc2[nH]c(=O)sc2C(c2ccc(Cl)cc2)C1C(=O)OCC (stereo unspecified)	-6%	13%	-11	0%	1%	-17%	8%	-1%	5%	-5%	.
CCN(CC(=O)Nc1ccc(Br)cc1)C(=O)c1nc2nc(C)cc(C)n2n1	22%	.	4	0%	4%	.	.	-4%	.	?	.
COc1ccc(OCC(=O)Nc2nnc(S(=O)(=O)N3CCCCCC3)s2)cc1	-14%	-4%	-3	1%	15µM*!	0%	5%	-1%	-1%	2%	4%
CC(C)(C)c1nc(SCC(=O)N2CCCC2)c2ccccc2n1	10%	11%	-5	4%	0%	-18%	-7%	0%	0%	-2%	16%
CC1=CC2=NC(=O)/C(=C\c3cc(C)n(-c4ccc(F)cc4)c3C)C(=N)N2O1	8%	11%	-6	0%	3%	2%	-10%	-3%	-5%	-2%	-15%

Screening data: PubChem, National Center for Advancing Translational Sciences (NCATS)

Some of the compounds tested, so the mix of outcomes need not match the whole.
